HEK293 NOD2/NF-kB: NOD2 signaling inhibitors, cell-based, luminescence, uHTS, HEK293 (AID 1566); HEK293 NOD2/NF-kB luciferase reporter, luminescence; higher % means a stronger effect; inhibition, % at 4 µM, or EC50 in µM where a hit was titrated; 0.63% of 290,000 active; further: many of its hits are not listed in these tables
GPR35 arrestin U2OS: inhibition of zaprinast-stimulated GPR35 beta-arrestin translocation – imaging, U2OS, beta-arrestin-GFP, zaprinast agonist, primary screen (AID 2058) | U2OS GPR35 beta-arrestin-GFP translocation imaging, zaprinast antagonism; higher % means a stronger effect | one-dose inhibition, % at 10 µM; IC50 in µM for titrated hits | 0.052% of 290,000 active;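 active means inhibition of at least 50% with at least 30 cells and total cytoplasm GFP at most 10,000,000; inconclusive means under 30 cells or total GFP of 10,000,000 plus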
GPR55 activation: GPR55 agonists via beta-arrestin recruitment, primary screen, imaging, U2OS cells, beta-arrestin-GFP redistribution (AID 1961); U2OS GPR55 beta-arrestin-GFP redistribution imaging; higher % means a stronger effect; 0.048% of 290,000 active; activation, % at 10 µM; hits with a dose series show EC50 in µM;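 active means activation above 40% with more than 50 cells counted in the well; inconclusive means wells holding fewer than 50 cells, flagged as toxic or sparse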;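 further: U2OS osteosarcoma cells stably expressing GPR55 and beta-arrestin-GFP; plate controls were DMSO negative control for no effect and LPI positive control for full effect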
GPR55 antagonists: inhibition of LPI-stimulated GPR55 beta-arrestin translocation – imaging, U2OS, beta-arrestin-GFP, LPI agonist, primary screen (AID 2013); U2OS GPR55 beta-arrestin-GFP translocation imaging, LPI antagonism; higher % means a stronger effect; inhibition, % at 10 µM, or IC50 in µM where a hit was titrated; 0.13% of 290,000 active;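 active means spots per cell inhibited over 60%, with over 100 cells counted and total cytoplasm intensity under 500,000; inconclusive means wells with under 100 cells, flagged as likely toxic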;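 further: U2OS cells stably carrying GPR55 and arrestin-GFP stimulated by 5 µM LPI near EC80; imaged beta-arrestin-GFP aggregate spots per cell after agonist stimulation; plate controls were LPI-stimulated DMSO wells for no effect and DMSO wells without LPI for full effect; some results filed as inactive read as strong as hits; confirmed hits need IC50 under 10 µM and bright autofluorescent wells are also inconclusive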
KOR beta-arrestin-1: kappa opioid receptor blockers – cell-based, luminescence, uHTS (AID 1778). 0.091% of 290,000 active. KOR beta-arrestin recruitment, luminescence, antagonist mode; higher % means a stronger effect. one-dose inhibition, % at 10 µM; IC50 in µM for titrated hits; further: strong numbers were not always called active
NOD1 NF-kB reporter: inhibition of NOD1-driven NF-kB reporter – cell-based, luminescence, uHTS, primary screen (AID 1578); NOD1-driven NF-kB luciferase reporter cells, luminescence; higher % means a stronger effect; inhibition, % at 4 µM, or EC50 in µM where a hit was titrated; 1% of 290,000 active; in the data active means inhibition mostly above about 36%, no sharp cut-off; inactive means mostly below about 34%;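 further: HEK-293T reporter cells stimulated with the NOD1 agonist gamma-tri-DAP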
KOR beta-arrestin-2: KOR agonists, beta-arrestin recruitment, primary screen, cell-based, luminescence, uHTS (AID 1777) | 0.02% of 280,000 active | activation, % at 10 µM, or EC50 in µM where a hit was titrated | KOR beta-arrestin recruitment, luminescence; higher % means a stronger effect; in the data active means activation above about 50%, passing the limit was not always enough; further: a part of the inactive calls stands beside numbers as strong as those of hits
HIV peptide binding: inhibitors of HIV fusion peptide binding, primary screen, biochemical, uHTS, fluorescence dequenching (AID 1986); cell-free peptide binding, fluorescence dequenching, 30 min; higher % means a stronger effect; one-dose inhibition, % at 20 µM; IC50 in µM for titrated hits; 0.3% of 290,000 active; in the data active means inhibition mostly above about 52%, no sharp cut-off; inactive means mostly below about 76%; further: some results filed as inactive read as strong as hits
Myeloid diff MLP: myeloid differentiation induction. ER-HoxA9 myeloid progenitors, lysozyme-GFP differentiation, flow cytometry. calls only at 10 µM. 1% of 360,000 active. AID 624256;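 active means normalized GFP-positive differentiation at or above the plate's own cutoff, the solvent-only control mean plus 3 SD; inconclusive means no clear call, values can overlap the other calls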;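 further: cells exposed to compound for four days before flow analysis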
Myeloid diff MLP GFP+ MAC1+ %: recorded beside Myeloid diff MLP, whose call it bears; GFP+ MAC1+ double positive, %; measured here: differentiation confirmed by MAC1 staining
* = called active by the depositor; i = inactive; ? = inconclusive; nt = no result given; [ ] = another dose, or the depositor's remark. Unless noted, no stated cut-off is given here; in the data, active means inhibition above about 50%; inactive means the rest.

SMILES	HEK293 NOD2/NF-kB	GPR35 arrestin U2OS	GPR55 activation	GPR55 antagonists	KOR beta-arrestin-1	NOD1 NF-kB reporter	KOR beta-arrestin-2	HIV peptide binding	Myeloid diff MLP	Myeloid diff MLP GFP+ MAC1+ %
Cc1ccccc1-c1ncc(CN2CCC(CO)(CCCc3ccccc3)CC2)cn1	-7.7%	-0.8%	0.3%	-6.4%	-13.4%	-12.7%	4.1%	2.3%	i	0.3
COc1ccc(-c2nn(CCC(=O)O)cc2/C=N/NC(N)=S)cc1	11.2%	2.7%	-0.6%	-15.9%	11.5%	-13.7%	4.2%	0.1%	i	0.5
O=C(COC(=O)/C=C/c1cccs1)Nc1nc(-c2cccc(Br)c2)cs1	-10.0%	3.8%	-0.1%	-0.5%	15.9%	-11.8%	1.9%	3.0%	i	0.5
O=C(COc1ccc(Cl)cc1)NCCN1CCCCC1	6.0%	-7.1%	0.1%	-8.5%	-29.0%	-20.0%	-1.0%	-0.1%	i	0.3
COc1ccc(CCNC(=O)CN(C2CCCCC2)S(C)(=O)=O)cc1OC	0.5%	22.1%	0.1%	-6.8%	-6.6%	-8.0%	-2.3%	-2.7%	i	2.2
CC1=NN(Cc2ccccc2)C(=O)C1C(c1ccncc1)C(C#N)C#N (centres undefined)	2.6%	-0.9%	-0.1%	-2.2%	-2.7%	5.2%	-0.8%	-3.2%	i	0.2
CC(C)Oc1ccc(C(CC(=O)O)c2ccc(F)cc2)cc1 (centres undefined)	15.0%	4.6%	-0.1%	6.3%	3.9%	3.4%	4.2%	0.4%	i	0.3
COc1ccc(C2CC(c3ccccc3)=NN2c2ccc(Cl)c(C(=O)O)c2)cc1 (centres undefined)	-27.4%	11.5%	-0.1%	9.6%	-5.5%	37.8%	5.7%	31.5%	i	0.5
CC(=O)Nc1cccc(N2CCCC2=O)c1	-5.3%	-3.3%	0.2%	0.1%	27.2%	-25.7%	-0.7%	-1.1%	i	0.5
Cc1cc(NS(=O)(=O)c2ccc(NC(=O)CSc3nnc(-c4ccco4)n3Cc3ccco3)cc2)nc(C)n1	16.8%	-1.8%	0.1%	-0.3%	-14.1%	-23.6%	19.3%	20.0%	i	0.2
O=C(CNS(=O)(=O)c1ccccc1)NNC(=O)C(Cl)Cl	19.2%	-1.7%	-0.2%	10.6%	14.3%	-24.2%	-1.1%	0.9%	i	0.2
CC(C)(C)OC(=O)NNC(=O)NC12CC3CC(CC(C3)C1)C2	21.1%	9.0%	-0.2%	10.4%	-10.9%	-18.0%	0.1%	-0.8%	i	0.9
Cc1cccc(C(CC(=O)O)n2cccc2)c1 (centres undefined)	0.2%	-2.5%	-0.2%	3.9%	-25.9%	-22.5%	-3.1%	5.3%	i	1.1
O=[N+]([O-])c1ccc(CS(=O)(=O)c2ccc(Cl)cc2)cc1	-12.6%	-11.5%	-0.3%	2.3%	-0.5%	-17.7%	-2.4%	-2.8%	i	0.6
O=C(Nc1c(C(=O)N2CCCCC2)cnn1-c1ccccc1)c1ccccc1	-2.6%	15.8%	-0.1%	-5.8%	26.7%	-17.9%	3.5%	5.5%	i	6.3
Cc1ccccc1C(=O)Nc1nc(-c2cccnc2)cs1	-9.5%	-10.7%	0.3%	1.2%	-1.8%	0.5%	5.1%	5.1%	i	0.3
COc1ccc(NC(=O)C2CCC(=O)N2S(=O)(=O)c2ccc(C)cc2)c(OC)c1 (centres undefined)	5.5%	-12.3%	-0.1%	5.7%	28.6%	-32.4%	-6.5%	-0.2%	i	7.5
Cc1nc2cc(-c3ccc(Cl)cc3)nn2c(C)c1CCC(=O)NCc1ccco1	-0.4%	-6.5%	-0.1%	-0.9%	-3.2%	-21.4%	3.6%	2.7%	i	4.8
CC(Sc1cccc[n+]1[O-])C(=O)Nc1cccc([N+](=O)[O-])c1 (centres undefined)	-1.8%	8.3%	0.1%	13.1%	-3.8%	-45.8%	-2.9%	-0.9%	i	0.1
COc1cccc(C(c2sc3nc(C)nn3c2O)N2CCC3(CC2)OCCO3)c1 (centres undefined)	4.1%	-12.8%	-0.5%	-2.3%	40.6%	-14.9%	3.8%	-0.4%	i	0.7
CCc1cc(=O)oc2cc(OCC(=O)NCCCN3CCCC3=O)ccc12	11.9%	-10.8%	0.4%	5.1%	-7.6%	-1.3%	2.0%	0.4%	i	0.7
CN(C)CCNC(=O)Nc1ccc([N+](=O)[O-])cc1	7.4%	-0.6%	0.0%	6.8%	8.6%	-26.0%	-0.4%	1.3%	i	0.5
O=C(COc1ccc2ccc(=O)oc2c1)Nc1ccc(N2CCOCC2)cc1	0.7%	0.6%	0.6%	17.1%	26.4%	-21.6%	-1.7%	1.8%	i	0.6
Cc1oc2c(CN3CCCC(C)C3)c(O)ccc2c(=O)c1-c1ccccc1 (centres undefined)	-1.4%	6.9%	-0.1%	0.1%	-3.3%	-9.6%	-2.6%	0.1%	i	0.6
COCCN(C(=O)CCC(=O)Nc1ccccn1)C(C(=O)NCCC(C)C)c1ccc(F)cc1 (centres undefined)	-6.7%	14.1%	-0.1%	4.3%	-18.8%	7.0%	-0.9%	1.4%	i	3.3
CCOC(=O)N1CCN(C(=O)CS(=O)(=O)c2cn(Cc3ccccc3Cl)c3ccccc23)CC1	5.2%	3.0%	-0.3%	5.8%	-5.6%	-10.7%	2.3%	14.5%	i	1.9
COc1ccc(Br)cc1S(=O)(=O)N1CCN=C1C	7.5%	-6.2%	-0.2%	12.5%	1.0%	-2.0%	-1.0%	3.7%	i	0.4
Cc1cc(C(=O)N2CCCC(N3CCN(c4ccc(F)cc4)CC3)C2)no1 (centres undefined)	-16.6%	10.6%	0.0%	6.9%	22.4%	-15.6%	4.2%	-2.5%	i	1.3
O=[N+]([O-])c1ccc(-c2cnc3ccccc3n2)cc1	-35.5%	11.0%	0.5%	2.2%	-9.9%[20 µM]	-42.9%	-4.0%	4.2%	i	0.5
COc1ccc(NC(=O)CN(C)S(=O)(=O)c2ccc3c(c2)OCCO3)c2ncccc12	9.9%	3.7%	-0.3%	-2.1%	-14.1%	-12.5%	-1.0%	-0.1%	i	0.3
CCOc1ncccc1C(=O)Nc1ccccc1F	7.5%	2.3%	-0.2%	-7.3%	-8.7%	-11.6%	-0.9%	-0.3%	i	0.1
CCCCCn1c(N2CCC(C(N)=O)CC2)nc2c1c(=O)[nH]c(=O)n2C	-1.7%	4.3%	0.5%	24.4%	8.9%	2.5%	-2.0%	3.9%	i	0.0
CC1=C(C(=O)Nc2ccccc2)C(c2cccs2)C(C#N)=C(SCC#N)N1 (centres undefined)	17.8%	-9.4%	0.7%	20.9%	1.2%	12.8%	1.3%	4.2%	i	1.0
CCOC(=O)C(C)n1nc(/C=C/c2ccc(OC)cc2)ccc1=O (centres undefined)	-11.5%	8.2%	-0.2%	6.4%	-22.2%	6.9%	7.1%	0.2%	i	0.2
Cc1cccc(N)c1SC1CCCCC1O (centres undefined)	-2.4%	10.5%	-0.5%	2.5%	-5.9%	-11.3%	-3.7%	-2.6%	i	0.4
O=C(CCCOc1ccccc1)NCc1ccco1	-14.2%	7.5%	-0.2%	-4.8%	-29.3%	nt	1.2%	-5.9%	i	1.0
CC/C(=N\NC(=O)C1CCCC1)c1ccc(Br)cc1	-8.4%	9.6%	0.3%	9.3%	11.2%	12.5%	-3.5%	-0.1%	i	10.8
CN(c1ccc(C(=O)Nc2nccs2)cc1)S(=O)(=O)c1ccccc1	-14.4%	4.2%	-0.2%	1.2%	5.8%	-15.7%	1.0%	-1.9%	i	6.3
CN(C)c1nccc(N(Cc2ccccc2)Cc2ccccc2)c1C#N	-16.3%	11.8%	-0.3%	49.1%	-3.4%	nt	-1.3%	4.7%	i	0.9
CC(C)CC(=O)Nc1nnc(-c2ccco2)s1	-29.9%	-11.3%	0.1%	11.6%	-22.6%	-60.6%	-2.6%	-2.7%	i	0.5
S=c1[nH]nc(Nc2ccccc2Cl)s1	-28.6%	-11.3%	-0.3%	3.0%	10.8%	-22.3%	-4.9%	-3.1%	i	0.7
Cc1ccc2[nH]c(=O)c(CN(CC3CCCO3)S(=O)(=O)c3c(C)ccc4nsnc34)cc2c1 (centres undefined)	15.0%	-15.5%	0.1%	8.4%	-30.9%	-3.7%	6.7%	17.6%	i	0.6
CCN(Cc1ccncc1)C(=O)Cc1cccs1	10.5%	-1.4%	0.4%	-3.4%	12.3%	-12.9%	-3.9%	-1.1%	i	0.1
CCCCC(=O)NC(c1ccc(C(C)C)cc1)c1ccc2cccnc2c1O (centres undefined)	-3.9%	-6.3%	-0.1%	7.4%	-51.5%[20 µM]	-44.0%	-5.6%	-0.6%	?	nt
Cc1cccc(S(=O)(=O)Nc2nc3ccccc3nc2NCc2ccco2)c1	14.1%	20.0%	-0.1%	-3.7%	10.9%	-3.8%	9.0%	11.6%	i	0.5
COc1ccc(C(=O)c2cc3cccc(OC)c3o2)cc1	-90.0%	9.7%	-0.2%	8.2%	-9.2%	-47.7%	-1.8%	-1.0%	i	0.1
CC(=O)N1c2ccc(S(=O)(=O)N3CCCC(C(=O)Nc4cccc(Cl)c4)C3)cc2CC1C (centres undefined)	21.7%	0.4%	0.2%	5.3%	-6.3%	-15.5%	-4.6%	-0.5%	i	3.0
O=C(NCc1cccs1)c1cc(-c2ccc(O)cc2)on1	-108.1%	0.0%	-0.1%	2.6%	26.5%	-2.7%	0.3%	-0.1%	i	0.4
Cc1nc(Nc2ccc(S(N)(=O)=O)cc2)sc1C(=O)Nc1ccccc1	18.4%	0.1%	-0.5%	9.6%	-5.2%	-22.0%	-2.5%	-2.0%	i	0.3
COc1ccc(OC)c(C2NC(=O)NC(C)=C2C(=O)Nc2ccc(C)cc2)c1 (centres undefined)	5.4%	-5.8%	0.2%	3.4%	0.5%	-11.7%	-3.2%	1.0%	i	6.3
COCCNC(=O)Nc1ccc2nc(-c3ccco3)c(-c3ccco3)nc2c1	6.2%	5.3%	0.0%	-10.1%	-13.1%[20 µM]	-20.8%	-7.0%	73.1%	i	0.2
Cc1n[nH]c(=O)nc1NC1CCCCC1	3.0%	10.3%	-0.1%	30.5%	6.7%	-5.0%	2.5%	-2.3%	i	0.9
CCCc1c(C(=O)N/N=C/c2cccc(OCc3ccc(F)cc3)c2)nnn1-c1nonc1N	-0.2%	-0.6%	-0.1%	10.1%	-160.1%	23.4%	4.9%	3.2%	i	0.5
O=C(CSCC(=O)N1CCCCC1)Nc1nc(-c2ccc(Cl)s2)cs1	0.8%	3.9%	-0.1%	-6.5%	-13.3%	9.8%	16.9%	5.5%	i	3.0

This is a subset, so the mix of outcomes need not match the whole.
